High-throughput results (PubChem BioAssay)
D2 agonist = D2 dopamine receptor (human) agonism. HEK293 T-REx D2 cells, calcium flux agonist mode. activation, % at 2 µM. hit rate 0.53% among 340,000;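 active = activation over 3 SD above normal in the single-dose calcium agonist read, cut at about 30% in these data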; also: 0% is about no effect
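Agonism scored from kinetic calcium signal (1 read/sec, 180 s) following compound pin transfer, after a 10 s baseline. Cells: HEK293 Trex line expressing inducible D2 receptor coupled to calcium, dye-loaded after overnight culture at 30 C.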
D1 agonist = agonists of human D1 dopamine receptor | HEK293 T-REx D1 cells, calcium flux, agonist mode | activation, % at 2 µM | hit rate 1% among 360,000 | AID 504660; also: 0% is about no effect
Target sequence (P21728 whole entry, looked up): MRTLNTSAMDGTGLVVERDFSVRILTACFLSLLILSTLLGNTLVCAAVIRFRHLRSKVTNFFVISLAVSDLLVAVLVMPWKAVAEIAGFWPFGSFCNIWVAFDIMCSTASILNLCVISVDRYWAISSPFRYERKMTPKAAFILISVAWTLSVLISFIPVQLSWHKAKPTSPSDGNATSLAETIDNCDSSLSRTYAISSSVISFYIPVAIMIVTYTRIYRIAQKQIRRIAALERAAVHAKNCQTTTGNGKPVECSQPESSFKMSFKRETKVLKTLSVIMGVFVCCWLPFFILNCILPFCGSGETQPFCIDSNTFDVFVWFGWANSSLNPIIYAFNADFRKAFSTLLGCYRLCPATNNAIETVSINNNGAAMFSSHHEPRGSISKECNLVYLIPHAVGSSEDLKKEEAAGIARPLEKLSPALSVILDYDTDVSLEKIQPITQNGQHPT
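Inducible HEK293 T-REx D1 cells, force-coupled to calcium signalling, were plated at 4000 cells/well with tetracycline and held overnight at 30 C. After no-wash calcium dye loading, compound-evoked calcium rise over 180 s flagged agonists.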
D1 antag = blocks dopamine activation of the human D1 receptor. P21728. HEK293 TREx D1 cells, calcium flux, dopamine EC80; hits give low values. hit rate 3.2% among 360,000. activity change, negative = inhibition, % at 10 µM. AID 504652; in the data active = activity change below about -30%; also: % is scaled to controls: 0 for no effect and ±100 for the full control effect
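After overnight tetracycline induction at 30 C, force-coupled D1 HEK293 cells took up a no-wash calcium dye at room temperature. Compounds were added and monitored 180 s, and the response to EC80 dopamine was then recorded.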
D2 PAM = positive allosteric modulators of human D2 dopamine receptor; P14416; HEK293 T-REx D2, calcium flux, EC20 dopamine potentiation; potentiation, % at 10 µM; hit rate 0.34% among 340,000; AID 485347;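 active = potentiation over 3 SD above the plate norm, cut at about 30% in these data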; also: 0% is about no effect
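Calcium flux readout, no-wash dye, 1 read/s. Inducible HEK293 Trex D2 line, overnight 30 C. Compound alone 180 s (agonist flags), then EC20 dopamine, another 180 s to score potentiation.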
RXFP1 antag = antagonists of human relaxin receptor RXFP1; hit rate 0.59% among 350,000; HEK293-RXFP1, relaxin-stimulated cAMP HTRF, 30 min; hits give low values; activity change, negative = inhibition, % at 57.5 µM;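 active = activity change of -60% or lower, but not beyond a set lower limit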; also: % is scaled to controls: 0 for no effect and ±100 for the full control effect
D1 potentiator = human D1 dopamine receptor positive modulation; P21728; HEK293 TREx D1 cells, calcium flux, dopamine EC20 potentiation; potentiation, % at 10 µM; hit rate 0.036% among 360,000; in the data active = potentiation above about 30%; also: 0% is about no effect
TRHR ag = agonists of human TRH receptor. TRHR cells, calcium flux fluo-8, FDSS agonist mode. activation, % at 2 µM. hit rate 0.18% among 360,000; also: 0% is about no effect
Target sequence (P34981 whole entry, looked up): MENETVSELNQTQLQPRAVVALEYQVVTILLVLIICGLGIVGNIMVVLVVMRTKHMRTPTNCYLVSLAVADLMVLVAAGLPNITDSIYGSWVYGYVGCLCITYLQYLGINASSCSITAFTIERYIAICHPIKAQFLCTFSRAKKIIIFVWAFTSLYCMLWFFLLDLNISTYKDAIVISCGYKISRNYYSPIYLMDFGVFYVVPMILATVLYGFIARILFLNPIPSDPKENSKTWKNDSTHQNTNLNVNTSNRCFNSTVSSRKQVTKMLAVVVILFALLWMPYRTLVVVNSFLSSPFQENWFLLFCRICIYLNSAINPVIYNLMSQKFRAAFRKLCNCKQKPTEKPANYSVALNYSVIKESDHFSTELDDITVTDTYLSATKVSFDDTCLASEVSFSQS
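In this calcium-flux screen, cells bearing human TRHR are dye-loaded with fluo-8, baselined for 10 cycles, then exposed to library compounds; positive kinetic calcium responses during the agonist phase mark hits, with TRH as control.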
D2 antag = antagonizes the human D2 dopamine receptor; P14416; HEK293 TREx D2 cells, calcium flux, dopamine EC80; inhibition, % at 10 µM; hit rate 2% among 340,000; in the data active = inhibition above about 30%; also: 0% is about no effect
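Tetracycline-induced HEK293 T-REx cells expressing D2 force-coupled to calcium signalling were dye-loaded, exposed to compound for 180 s, then challenged with an EC80 of dopamine; calcium flux was followed kinetically for a further 180 s.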
TRHR enhancer = allosterically enhances the human TRH receptor | P34981 | TRHR cells, fluo-8 calcium fluorescence, EC20 TRH enhancement | enhancement, % at 2 µM | hit rate 0.66% among 360,000; in the data active = enhancement above about 30%; also: 0% is about no effect
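Enhancer read-out: after compound pinning and an initial kinetic agonist-mode read, an EC20 of TRH (10 nM final) was injected and fluo-8 calcium signal (Ex 480/Em 530) followed at 1 s/cycle for 100 cycles in TRHR-expressing cells.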
Numbers without * were called inactive; nt = not tested or not shown; & = joins results of further samples. Rule as the data show it, unless noted: active = activation above about 30%; inactive = the rest.

1) Cc1ccc(C(=O)N2CCN(Cc3ccc4c(c3)OCO4)CC2)o1
2) COc1ccc(C(=O)c2oc3ccccc3c2N)cc1
3) Cc1ccc(CN2CCNC2=O)cc1
4) COc1cccc(CNC(=O)Cc2nc3nc(C)cc(C)n3n2)c1
5) CC(C)c1ccc2c(c1)C(c1cccs1)=NNC(c1ccncc1)=N2
6) Cc1ccc(N2CC(NS(=O)(=O)c3cccnc3)CC2=O)cc1C (stereo unspecified)
assay / compound | 1 | 2 | 3 | 4 | 5 | 6
D2 agonist | nt | -2.2 | 2.0 | 1.0 | 0.2 | -0.5
D1 agonist | 0 | 0 | 2 | 4 | 1 | -1
D1 antag | 1 | -9 | 6 | -7 | -3 | -1
D2 PAM | nt | 7 | -12 | -6 | 10 | -2
RXFP1 antag | 10 | 7 | 3 | -4 | -2 | -9
D1 potentiator | -8 | -2 | -1 | -3 | -1 | -2
TRHR ag | -0.7 | -0.2 | -1.0 | -0.1 | -1.5 | -0.4
D2 antag | nt | -4 | -11 | -9 | -11 | 10
TRHR enhancer | -1 | 1 | 16 | 12 | -3 | 7

7) CCS(=O)(=O)c1ncc(CO)n1CCc1ccccc1
8) COc1ccc2nc(N3CCCC(C(=O)NCCCN4C(C)CCCC4C)C3)sc2c1 (stereo unspecified)
9) O=C(c1cccn(Cc2cccc(Cl)c2)c1=O)N1CCOCC1
10) Clc1ccc(CCNC(c2nnc(-c3ccccc3)o2)c2ccccc2Cl)cc1 (stereo unspecified)
11) CCOC(=O)c1cnn2c(C)cc(-c3ccc(F)cc3)nc12
12) CCOc1ccccc1CN(CCc1ccc2c(c1)OCO2)Cc1cccc(OC)c1OC
assay / compound | 7 | 8 | 9 | 10 | 11 | 12
D2 agonist | -0.7 | 1.9 | 0.7 | -0.9 | -0.6 | 6.7
D1 agonist | 7 | 0 | 2 | 69* | -1 | 10
D1 antag | -4 | 0 | 12 | -10 | 10 | -16
D2 PAM | 1 | -8 | -3 | -4 | 5 | -14
RXFP1 antag | 10 | -19 | -8 | -37 | 8 | nt
D1 potentiator | 11 | 9 | 5 | 7 | 5 | -1
TRHR ag | -0.7 | 0.1 | 0.5 | -1.0 | -0.7 | -0.1
D2 antag | -1 | 1 | 1 | nt | -5 | nt
TRHR enhancer | 4 | 7 | 12 | 5 | -1 | -3

13) CSCCC(C(=O)OCC(=O)c1ccc(C)c(C)c1)N1C(=O)c2cc(Cl)c(Cl)cc2C1=O (stereo unspecified)
14) Cc1cc(CN2CCOCC2)c(O)c(C2(C)CCCCC2)c1
15) Cc1ccc(C)c(OCC(=O)Nc2ccc(S(=O)(=O)Nc3onc(C)c3C)cc2)c1C
16) O=C(N/N=C/c1ccc2c(c1)OCO2)c1cc(-c2ccc(F)cc2)nc2ccccc12
17) N#CCCN(/N=C/c1cccnc1)C1=NS(=O)(=O)c2ccccc21
18) O=C(CSc1nc2ccccc2o1)Nc1ccccc1N1CCCCCC1
assay / compound | 13 | 14 | 15 | 16 | 17 | 18
D2 agonist | 0.8 | 0.2 | -0.4 | 1.7 | -1.0 | 0.0
D1 agonist | -2 | 2 | 1 | 9 | 3 | 2
D1 antag | -5 | 9 | 0 | 0 | -8 | -4
D2 PAM | 12 | 2 | nt | -14 | 17 | -2
RXFP1 antag | 4 | -13 | nt | nt | -1 | -21
D1 potentiator | -2 | 6 | 0 | -4 | 4 | -2
TRHR ag | 1.0 | 0.5 | -0.5 | 0.9 | -0.2 | -0.4
D2 antag | -20 | -5 | nt | -6 | -7 | 3
TRHR enhancer | -1 | 0 | -7 | -19 | 4 | 2

Sorted by value in D1 agonist (smallest number first): 4 from the list above
item | compound | D1 agonist | D1 antag | D2 PAM | RXFP1 antag | D1 potentiator | TRHR ag | D2 antag | TRHR enhancer
6 | Cc1ccc(N2CC(NS(=O)(=O)c3cccnc3)CC2=O)cc1C (stereo unspecified) | -1 | -1 | -2 | -9 | -2 | -0.4 | 10 | 7
15 | Cc1ccc(C)c(OCC(=O)Nc2ccc(S(=O)(=O)Nc3onc(C)c3C)cc2)c1C | 1 | 0 | nt | nt | 0 | -0.5 | nt | -7
9 | O=C(c1cccn(Cc2cccc(Cl)c2)c1=O)N1CCOCC1 | 2 | 12 | -3 | -8 | 5 | 0.5 | 1 | 12
4 | COc1cccc(CNC(=O)Cc2nc3nc(C)cc(C)n3n2)c1 | 4 | -7 | -6 | -4 | -3 | -0.1 | -9 | 12

Later entries.
19) O=C1c2oc3ccccc3c(=O)c2C(c2cccc(Cl)c2)N1c1ccccn1 (stereo unspecified)
20) COc1ccccc1N1CCN(C(=O)CCc2ccccc2)CC1
21) O=C(CN1CCN(c2ccccn2)CC1)Nc1cccc(Br)c1
22) Nc1nncn1C(=O)CCc1ccccc1
23) Cc1ccc(C)c(C2C(=O)c3ccccc3C2=O)c1
24) CCCOCC(O)CC(Cc1ccccc1)C(=O)NN (stereo unspecified)
assay / compound | 19 | 20 | 21 | 22 | 23 | 24
D2 agonist | nt | -0.2 | 0.2 | 2.3 | -3.0 | 0.2
D1 agonist | -1 | 1 | 20 | 3 | 0 | 1
D1 antag | 8 | 4 | -28 | -13 | -4 | 3
D2 PAM | -8 | 1 | -2 | 1 | nt | 8
RXFP1 antag | 0 | 9 | -8 | 8 | -1 | 10
D1 potentiator | -4 | -2 | -13 | -1 | -4 | 1
TRHR ag | 0.0 | -0.5 | -0.5 | 0.8 | 0.1 | 0.0
D2 antag | nt | -9 | -15 | 21 | -13 | -6
TRHR enhancer | -12 | 0 | 2 | 7 | -3 | 4

25) CSc1cccc(NC(=O)c2cc3c(COC(C)=O)cnc(C)c3oc2=O)c1
26) N#Cc1cccc(S(=O)(=O)NCC(=O)OCC(=O)NCc2ccccc2)c1
27) COc1cccc2sc(=NC(=O)CS(=O)(=O)c3ccc(F)cc3)n(C)c12
28) CC(C)OCCCNC(=O)c1ccc(Cn2c(=O)c3cccn3c3cccnc32)cc1
29) COc1ccc(CCN(Cc2cc3cc(C)cc(C)c3nc2Cl)C(=O)C2CC2)cc1
30) O=C(CSc1ccc2nnc(CCNC(=O)c3ccccc3)n2n1)NCCc1ccccc1
assay / compound | 25 | 26 | 27 | 28 | 29 | 30
D2 agonist | 2.6 | 0.1 | -0.1 | -0.1 | -0.1 | 0.3
D1 agonist | 0 | 1 | 4 | 1 | 8 | 1
D1 antag | 13 | 6 | 0 | 14 | 1 | -8
D2 PAM | 2 | 4 | 16 | 4 | 9 | -3
RXFP1 antag | 1 | 3 | -8 | 7 | -2 | 4
D1 potentiator | 0 | -2 | 5 | 0 | -2 | -2
TRHR ag | 0.5 | -0.1 | -0.3 | 0.0 | -0.1 | -0.3
D2 antag | nt | -4 | -21 | nt | 26 | 15
TRHR enhancer | 4 | 4 | 5 | 9 | 15 | 9

31) Cc1ccc(S(=O)(=O)NC(C(=O)N2CCOCCOCCOCC2)c2ccccc2)cc1 (stereo unspecified)
32) CCC(=O)c1cc(F)ccc1OCC(=O)N1CCN(c2ccc(F)cc2)CC1
33) CCOC(=O)N1CCN(C(c2ccc(F)cc2)c2sc3nc(C)nn3c2O)CC1 (stereo unspecified)
34) O=C(O)CCCC(=O)NCCCCc1ccccc1
35) O=C(COc1ccc(Cl)cc1Cl)Nc1ccccn1
36) NC(=O)C1CCN(c2nc(-c3ccc(F)cc3)cs2)CC1
assay / compound | 31 | 32 | 33 | 34 | 35 | 36
D2 agonist | -1.5 | nt | -0.5 | -1.8 | -0.8 | 0.3
D1 agonist | 3 | 7 | 3 | 8 | 2 | 3&4
D1 antag | -10 | -34* | 6 | -7 | -11 | 5
D2 PAM | 6 | nt | 10 | 10 | 11 | -1
RXFP1 antag | -4 | 0 | 1 | 0 | 16 | nt
D1 potentiator | 2 | -8 | -6 | -6 | -5 | -4&1
TRHR ag | 0.7 | -0.3 | -0.6 | -0.5 | -1.2 | -0.7&-0.4
D2 antag | -18 | nt | 1 | -16 | -25 | -9
TRHR enhancer | -2 | -5 | -2 | 11 | 4 | 1&-8

37) C=CCNC(=O)CSc1nc2cc(C(=O)OCC)ccc2n1CC
38) Cc1cc(C(=O)CSc2nc(N)cc(N)n2)c(C)n1CCc1ccc(F)cc1
39) Oc1cccc(/C=N/Nc2cc(N3CCCC3)nc(N3CCCC3)n2)c1
40) O=S(=O)(NCc1ccco1)c1ccc(S(=O)(=O)N2CCCCC2)cc1
41) COc1ccccc1NC(=S)N1CCOCC1
42) CC(/C=C(\NC(=O)c1ccccc1)C(=O)N=Nc1c(O)[nH]c2ccc(C)cc12)=C\c1ccccc1
assay / compound | 37 | 38 | 39 | 40 | 41 | 42
D2 agonist | -1.6 | 0.6 | -0.6 | -0.2 | 1.2 | -1.1
D1 agonist | 0 | 4 | 4 | 1 | 2 | 2
D1 antag | 0 | 5 | 2 | -11 | -27 | -2
D2 PAM | 17 | 11 | -1 | -8 | -2 | 4
RXFP1 antag | -4 | -8 | -14 | 4 | 2 | -17
D1 potentiator | 8 | -4 | -3 | 3 | -3 | -10
TRHR ag | -0.3 | -0.1 | -1.1 | 0.5 | 0.1 | -0.6
D2 antag | -9 | 11 | -5 | 7 | -6 | -3
TRHR enhancer | 15 | -3 | 14 | 1 | -3 | -22

43) CC1(C)CC2CC(C)(CN2S(=O)(=O)c2cccc(N)c2)C1 (stereo unspecified)
44) O=C(Nc1cccc(C(=O)N2CCN(Cc3ccccc3)CC2)c1)c1ccccc1
45) CCCCOCCCNC(=O)N[C@@H](CC(C)C)C(=O)O
46) Cc1ccc(-n2nnnc2SC(C(=O)c2c[nH]c3ccccc23)c2ccccc2)cc1 (stereo unspecified)
47) O=[N+]([O-])c1ccc(/C=C/c2ccc3cccc(O)c3n2)cc1
48) CCOc1ccc2oc(C(=O)NCC3CCCO3)c(C)c2c1 (stereo unspecified)
assay / compound | 43 | 44 | 45 | 46 | 47 | 48
D2 agonist | 0.4 | nt | -0.4 | 0.1 | -0.5 | 0.0
D1 agonist | 4 | 3 | 1 | 6 | 2 | 2
D1 antag | -1 | -39* | 14 | 2 | 0 | -6
D2 PAM | -7 | 13 | -2 | -7 | -12 | -10
RXFP1 antag | -2 | -7 | -4 | 9 | 9 | -5
D1 potentiator | 1 | -7 | -3 | 2 | 2 | 5
TRHR ag | 0.2 | -0.1 | -0.5 | 1.0 | 0.0 | -0.2
D2 antag | -31 | nt | 11 | -10 | 8 | 9
TRHR enhancer | -2 | 8 | 1 | -4 | -1 | 4

49) Cc1[nH]c2ccccc2c1CN1CCC(CO)(Cc2ccccc2)CC1
50) O=C1[C@@H]2Cc3c([nH]c4ccccc34)CN2C(=O)CN1CCCCCO
51) CCOc1ccc(S(=O)(=O)N(C)c2ccc(OCC(=O)Nc3nc(-c4cc(OC)ccc4OC)cs3)cc2)cc1
52) O=C(N/N=C/c1cccc([N+](=O)[O-])c1O)c1cccs1
assay / compound | 49 | 50 | 51 | 52
D2 agonist | 0.3 | -0.9 | 1.0 | nt
D1 agonist | 3 | 6 | 12 | 0
D1 antag | -2 | -1 | 3 | 5
D2 PAM | -20 | 1 | 22 | -9
RXFP1 antag | -2 | 3 | -22 | -26
D1 potentiator | -1 | 4 | 0 | -4
TRHR ag | 1.9 | 0.2 | 0.5 | -1.4
D2 antag | 10 | 1 | 2 | nt
TRHR enhancer | 5 | 1 | 5 | -5
